Source: PubChem (several laboratories)
GPR7 antag = blocks human GPR7 receptor signaling; GPR7-expressing cells, fluorescence antagonist assay; inhibition, % at 4.4 µM; 290,000 tested, 1.1% active; P48145; in the data active means inhibition above about 16%, passing the limit was not always enough;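 further: cells stimulated with the agonist NPW; 0% = agonist with vehicle and 100% = vehicle without agonist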
Target sequence (P48145 whole entry, looked up): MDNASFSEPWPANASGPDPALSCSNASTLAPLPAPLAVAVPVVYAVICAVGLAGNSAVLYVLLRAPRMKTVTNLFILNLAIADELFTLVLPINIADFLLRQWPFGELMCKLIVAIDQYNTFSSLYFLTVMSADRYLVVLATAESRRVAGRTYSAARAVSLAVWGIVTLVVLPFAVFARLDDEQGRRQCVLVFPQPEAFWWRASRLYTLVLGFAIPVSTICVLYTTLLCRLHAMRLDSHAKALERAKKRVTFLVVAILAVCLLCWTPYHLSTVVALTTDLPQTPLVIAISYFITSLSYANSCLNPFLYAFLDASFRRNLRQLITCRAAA
M18AAP inhibitor = PfM18AAP enzyme inhibition; recombinant PfM18AAP, H-Glu-NHMec fluorogenic cleavage; inhibition, % at 7.35 µM; 290,000 tested, 1.2% active; AID 1822;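 active means inhibition above the campaign mean inhibition over all tested compounds plus 3 SD, cut at about 28% in these data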;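 further: 0% = plate median of test compound wells and 100% = 2 mM ZnCl2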
MEKK2 WT-MEK5 = raises or lowers MEK5 binding to wildtype human MEKK2 PB1 domain. Q9Y2U5. bead flow cytometry, Alexa488-MEK5 binding to MEKK2 WT; actives lie on both sides. binding response (% of control), % at 10 µM. 290,000 tested, 1.1% active. AID 1531; in the data active means binding response below about 67% or above about 130%
NALP1 yeast inh = NALP1 inhibition. AID 2071. inhibition, % at 10 µM. 280,000 tested, 0.61% active. S. cerevisiae NALP1/ASC/caspase-1 growth, X-gal OD620, 72 h; in the data active means inhibition mostly above about 24%, no sharp cut-off; inactive means mostly below about 32%; further: some compounds called inactive have numbers as strong as hits
MEKK2mut PB1 HTS = signal of MEK5 binding to mutant human MEKK2 PB1 domain; 290,000 tested, 0.35% active; AID 1530; bead flow cytometry, Alexa488-MEK5 binding to MEKK2 mutant; percent response, % at 10 µM; in the data active means percent response above about 24%, passing the limit was not always enough; further: inactives centre near 1; some results filed as inactive read as strong as hits; reference of the scale not given here
PHOSPHO1 block = PHOSPHO1 (human) inhibition. Q8TCT1. recombinant PHOSPHO1, absorbance phosphatase assay. inhibition, % at 13.3 µM. 290,000 tested, 1.1% active; in the data active means inhibition above about 60%
Target sequence (Q8TCT1 whole entry, looked up): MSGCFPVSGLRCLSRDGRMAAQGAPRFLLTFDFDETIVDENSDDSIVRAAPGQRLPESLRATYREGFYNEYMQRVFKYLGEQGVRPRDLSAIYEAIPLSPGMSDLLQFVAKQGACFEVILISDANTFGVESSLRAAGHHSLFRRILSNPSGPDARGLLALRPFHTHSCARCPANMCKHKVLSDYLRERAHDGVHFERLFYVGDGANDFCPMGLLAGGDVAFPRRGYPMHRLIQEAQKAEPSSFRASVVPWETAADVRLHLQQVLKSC
FID counter = counter-screen for HCV NS3 helicase inhibitors: DNA intercalator displacement | DNA fluorescent intercalator displacement, fluorescence | inhibition, % at 7.9 µM | 290,000 tested, 0.17% active | AID 1845; in the data active means inhibition above about 37%;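 further: 0% = vehicle and 100% = reference compound; higher means more ethidium bromide displaced from hairpin DNA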
MEKK3 PB1 HTS = MEKK3-MEK5 PB1 interaction, increase or decrease; 290,000 tested, 1.4% active; AID 1529; binding response (% of control), % at 10 µM; bead-based flow cytometry, Alexa488-MEK5 binding to MEKK3; actives lie on both sides; 0 = blocked by unlabeled MEK5, 100 = vehicle;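 active means binding response more than 3 SD above or below the average of its plate-row segment, actives on both sides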;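 further: Alexa488 bead fluorescence after subtracting the streptavidin-only scavenger bead signal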
OXTR ag = human OXTR agonism | P30559 | CHO-OTR cells, Fluo-8 calcium fluorescence; normalized: DMSO 0%, oxytocin 100% | activation, % at 3 µM | 320,000 tested, 0.32% active | AID 2435;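 active means activation above the mean of all tested compounds plus 3 SD, cutoff set per screening run, cut at about 20% in these data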;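 further: peak over basal fluorescence ratio from a 100 s FLIPR kinetic read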
Target sequence (P30559 whole entry, looked up): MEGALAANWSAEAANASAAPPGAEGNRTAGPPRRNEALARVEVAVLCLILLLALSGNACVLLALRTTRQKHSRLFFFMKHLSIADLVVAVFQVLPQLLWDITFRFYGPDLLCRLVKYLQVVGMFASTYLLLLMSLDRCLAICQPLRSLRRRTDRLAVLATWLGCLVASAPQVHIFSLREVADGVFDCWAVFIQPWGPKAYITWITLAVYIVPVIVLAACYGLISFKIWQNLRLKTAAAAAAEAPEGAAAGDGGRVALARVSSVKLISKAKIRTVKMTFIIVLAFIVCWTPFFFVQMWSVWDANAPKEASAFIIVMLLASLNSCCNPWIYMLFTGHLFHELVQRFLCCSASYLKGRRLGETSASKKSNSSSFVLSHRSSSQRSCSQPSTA
* hit, by the source's call; . = not tested or not shown; [ ] = remark or other dose.

SMILES	GPR7 antag	M18AAP inhibitor	MEKK2 WT-MEK5	NALP1 yeast inh	MEKK2mut PB1 HTS	PHOSPHO1 block	FID counter	MEKK3 PB1 HTS	OXTR ag
O=C(COc1ccccc1Cl)c1ccc2c(c1)CCCC2	-5	-6	.	4	.	-90	-3	.	0.0
COCCCNC(=O)c1ccc2c(=O)n(C3CCCC3)c(=S)[nH]c2c1	-8	0	101	-4	-5	32	-8	102	1.8
Clc1cccc(/C=N\Nc2nccs2)c1	-2	15	104	-11	3	22	-6	106	-2.4
CN1CCN(C(=S)C(=O)NCc2ccccc2)CC1	-15	6	94	9	-1	23	4	99	0.2
Cc1ccn(S(=O)(=O)c2ccc(N3CCCC3=O)cc2)n1	3	-13	103	18	-4	23	-5	101	1.7
CCCCC(c1nnnn1C1CCCC1)N1CCN(C2CCCC2)CC1 (stereo unspecified)	23	-2	101	-5	1	22	1	98	-1.2
CCC1CCCCN1CCCNC(=O)c1ccc2c(c1)c(C)c(C)n2C (stereo unspecified)	-18	5	158*	25	21	22	12	99	-2.4
Cc1[nH]n(-c2nc(-c3ccccc3F)cc(=O)[nH]2)c(=O)c1CCO	5	-4	88	-19	-12	51	-7	90	0.3
O=C1CN(C(=O)c2cccs2)c2ccccc2N1	-11	1	100	7	1	15	-1	104	1.8
Cc1c(CNCCCc2ccccc2)c(C(=O)O)c(C)n1Cc1ccccc1	-1	-1	97	-1	0	-28	-17	99	0.2

Other records follow.
SMILES	GPR7 antag	M18AAP inhibitor	MEKK2 WT-MEK5	NALP1 yeast inh	MEKK2mut PB1 HTS	PHOSPHO1 block	FID counter	MEKK3 PB1 HTS	OXTR ag
O=C(OCc1ccc(Br)cc1)c1cccnc1	-2	3	99	15	2	20	-10	99	-1.6
COc1ccc(CCNc2ccc(S(N)(=O)=O)cn2)cc1	-14	-12	98	-1	-1	14	-8	101	1.6
Cc1ccc(Cn2cccc(NC(=O)c3ccco3)c2=O)cc1	-15	2	106	24	6	7	-8	106	-1.1
COc1cccc(N2CCN(CC(=O)c3c[nH]c4ccc(OC)cc34)CC2C)c1 (stereo unspecified)	-12	3	103	-4	3	17	-5	103	3.6
CC1(C(=O)Nc2ccccc2)Cc2ccccc2C(=O)O1 (stereo unspecified)	-6	-5	96	7	-1	32	1	101	0.1
COc1cc(/C=C/C(=O)OCN2C(=O)c3ccccc3C2=O)ccc1OC(F)F	-4	-6	101	1	1	12	-15	101	.
O=S(=O)(c1ccc(-c2n[nH]c(=S)o2)cc1)N1CCCC1	-3	-1	98	-5	-4	-33	-4	99	1.3
CCCn1c(SCC(=O)Nc2ccc(S(=O)(=O)N(C)C)cc2)n[nH]c1=O	5	-6	77	11	-12	-1	3	75	-0.1
O=C(COC(=O)c1ccccn1)Nc1nc(-c2cccc([N+](=O)[O-])c2)cs1	3	-13	93	.	-2	9	-6	99	1.9
CCN(CC)c1ccc(NC(=O)CCS(=O)(=O)c2cccc3nsnc23)c(C)c1	-3	8	93	-8	-12	12	0	94	-0.7

Further entries.
SMILES	GPR7 antag	M18AAP inhibitor	MEKK2 WT-MEK5	NALP1 yeast inh	MEKK2mut PB1 HTS	PHOSPHO1 block	FID counter	MEKK3 PB1 HTS	OXTR ag
COc1ccc(NC(C)=O)cc1NC(=O)CN1CCN(C2c3ccccc3-c3ccccc32)CC1	2	-1	97	8	-18	27	-5	100	-1.6
CC(=O)c1nnn(-c2cccc(C#N)c2)c1C	-2	-2	107	.	6	42	-1	98	-0.6
CCOC(=O)c1sc(=S)n(C)c1N	-8	1	112	14	11	24	3	104	-0.6
Cn1nc(C(F)(F)F)c(C#N)c1N1CCN(c2ccc(F)cc2)CC1	1	-4	93	-20	0	-6	-3	98	-2.6
O=[N+]([O-])c1ccc(O)c(C=Nc2ccc3oc(Cc4ccc(Cl)cc4)nc3c2)c1	-10	25	106	17	174*	12	-1	134*	0.7
O=C1COc2ccc(S(=O)(=O)N3CCC(C(=O)NCc4ccc(F)cc4)CC3)cc2N1	-13	0	100	-28	2	53	-23	99	0.5
CCOc1cc2[nH]c(=O)n(CCCCCC(=O)NCc3ccco3)c(=O)c2cc1OCC	-8	5	93	16	-3	8	-11	97	-0.6
COc1ccc(NC(=O)C2CCN(S(=O)(=O)c3ccc(OC)c(OC)c3)CC2)cc1	-4	-2	102	7	2	-2	-12	104	-0.2
COc1ccccc1CNC(=O)C1CCCN(S(=O)(=O)c2cnc[nH]2)C1 (stereo unspecified)	-10	-4	110	5	5	-2	2	107	0.3
CC(C)Oc1ccc(CCNC(=O)C2CCC(=O)N(Cc3cccc(F)c3)C2)cc1 (stereo unspecified)	-1	4	110	-16	8	23	-39	102	1.1

Other results follow.
compound	GPR7 antag	M18AAP inhibitor	MEKK2 WT-MEK5	NALP1 yeast inh	MEKK2mut PB1 HTS	PHOSPHO1 block	FID counter	MEKK3 PB1 HTS	OXTR ag
CCCc1nnc(NC(=O)CCC(=O)N2CCN(C3CCCC3)CC2)s1	-4	2	101	-5	10	15	-9	101	17
Cc1cc(C)c(N(C(=O)c2csnn2)C(C(=O)NC(C)(C)C)c2ccncc2)c(C)c1 (stereo unspecified)	-11	1	96	5	-3	48	-14	98	-0.4
CCOc1ccc(-n2c(C)nc3c(cnn3-c3ccc(Cl)cc3)c2=O)cc1	-1	6	106	-11	2	10	-1	105	.
CCC(c1nnnn1CCOC)N(Cc1ccc(C)cc1)Cc1cc2cc(OC)ccc2[nH]c1=O (stereo unspecified)	1	1	101	8	3	0	-5	109	-0.3
CCCCn1c(SCC(=O)c2cc(OC)ccc2OC)nc2cc(S(N)(=O)=O)ccc21	-12	3	103	10	2	65*	-24	101	1.4
NC(=O)CSc1ncnc2c1nnn2Cc1ccc(F)cc1	2	0	109	0	6	-4	-11	104	0.6
CCN(CC)c1ccc(C(=O)NNC(=O)CCl)cc1	7	5	46*[inhibitor]	13	-18	0	0	42*[inhibitor]	0.6
Cc1ccc(-c2nnc(SCC(=O)N/N=C/c3ccccc3C(=O)O)n2-c2ccccc2)cc1	-4	5	107	3	-1	-5	-49	96	-3.2
COc1ccc(-c2ccc(/C=N/N3C(=O)C4C5C=CC(C6CC56)C4C3=O)o2)c([N+](=O)[O-])c1 (stereo unspecified)	5	7	113	16	28	-10	2	105	7.7
COc1cc(C(=O)Nc2ccc(S(=O)(=O)N3CCOCC3)cc2)c([N+](=O)[O-])cc1OC	-2	-11	103	-8	8	24	7	100	-0.8

Carrying on.
compound	GPR7 antag	M18AAP inhibitor	MEKK2 WT-MEK5	NALP1 yeast inh	MEKK2mut PB1 HTS	PHOSPHO1 block	FID counter	MEKK3 PB1 HTS	OXTR ag
Cc1ccc(S(=O)(=O)Nc2ccc(S(=O)(=O)NCC3CCCO3)cc2)cc1 (stereo unspecified)	0	-3	101	6	5	43	-13	101	1.2
CCc1ccc(C(=O)NC(CC(C)C)C(=O)O)cc1 (stereo unspecified)	-9	-2	98	48	2	36	-5	94	-0.2
Cc1ccc(N2CCN(C(=O)c3cccs3)CC2)cc1C	4	-7	105	16	5	8	-14	105	0.3
Cc1ccc(NC(=O)C2C3CCC(O3)C2C(=O)O)cc1Cl (stereo unspecified)	8	-4	3.0*[inhibitor]	1	-61	29	0	2.0*[inhibitor]	1.0
CCC1ON(c2ccccc2)C2c3nc4ccccc4n3CC12 (stereo unspecified)	.	.	94	0	5	31	.	109	-2.3
O=C(/C=C/c1ccccc1)N/C(=C\c1ccco1)C(=O)NCCO	3	-5	105	0	1	14	-4	102	1.5
COc1ccc(C(=O)CN2Cc3ccccc3C2=N)cc1	-10	0	108	.	5	32	-1	102	0.7
CCc1ccc(OCC(=O)N/N=C/c2ccc(OS(=O)(=O)c3ccc(C)cc3)c(OC)c2)cc1	-2	-9	117	19	10	-11	-12	106	0.4
O=C(c1ccc([N+](=O)[O-])cc1)N1CCOC12CCN(c1ncc(C(F)(F)F)cc1Cl)CC2	-5	3	106	20	3	-26	-3	107	-1.8
CS(=O)(=O)N(CC(=O)N1CCc2ccccc2C1)c1cccc(F)c1	0	-13	102	13	2	30	-11	99	0.1

New compounds follow:
compound	GPR7 antag	M18AAP inhibitor	MEKK2 WT-MEK5	NALP1 yeast inh	MEKK2mut PB1 HTS	PHOSPHO1 block	FID counter	MEKK3 PB1 HTS	OXTR ag
Cc1ccc(CN2CCN(C3CCOCC3)CC2CCO)cc1 (stereo unspecified)	-19	1	109	14	6	40	-4	106	0.0
CC1CCN(S(=O)(=O)c2ccc(C(=O)Nc3nnc(C4=COCCO4)o3)cc2)CC1	-6	0	103	3	2	3	-59	101	-1.6
CC1=CC(C)(C)N2C(=O)C3(C(C#N)=C(N)OC4=C3C(=O)CC(C)(C)C4)c3c(C)c(C)cc1c32 (stereo unspecified)	-8	-5	93	-8	-3	-14	-7	92	2.5
COc1ccc2[nH]c(=O)c(CN(C(C)=O)C3CCCCC3)cc2c1	-2	2	84	-10	-8	9	-24	84	3.1
CCCn1c2ccccc2c2cnn(CC(=O)NC3CCCCC3C)c(=O)c21 (stereo unspecified)	-16	6	103	-7	3	53	-25	99	-0.1
CCNC(=O)CC1C(=O)N(c2ccc(OC)cc2)C(=S)N1CCc1ccncc1 (stereo unspecified)	-10	2	94	-4	-8	44	-7	95	0.2

Grouped by structure: the entries above containing an NH in an aromatic ring.
compound	GPR7 antag	M18AAP inhibitor	MEKK2 WT-MEK5	NALP1 yeast inh	MEKK2mut PB1 HTS	PHOSPHO1 block	FID counter	MEKK3 PB1 HTS	OXTR ag
COCCCNC(=O)c1ccc2c(=O)n(C3CCCC3)c(=S)[nH]c2c1	-8	0	101	-4	-5	32	-8	102	1.8
Cc1[nH]n(-c2nc(-c3ccccc3F)cc(=O)[nH]2)c(=O)c1CCO	5	-4	88	-19	-12	51	-7	90	0.3
COc1cccc(N2CCN(CC(=O)c3c[nH]c4ccc(OC)cc34)CC2C)c1 (stereo unspecified)	-12	3	103	-4	3	17	-5	103	3.6
O=S(=O)(c1ccc(-c2n[nH]c(=S)o2)cc1)N1CCCC1	-3	-1	98	-5	-4	-33	-4	99	1.3
CCCn1c(SCC(=O)Nc2ccc(S(=O)(=O)N(C)C)cc2)n[nH]c1=O	5	-6	77	11	-12	-1	3	75	-0.1
CCOc1cc2[nH]c(=O)n(CCCCCC(=O)NCc3ccco3)c(=O)c2cc1OCC	-8	5	93	16	-3	8	-11	97	-0.6
COc1ccccc1CNC(=O)C1CCCN(S(=O)(=O)c2cnc[nH]2)C1 (stereo unspecified)	-10	-4	110	5	5	-2	2	107	0.3
CCC(c1nnnn1CCOC)N(Cc1ccc(C)cc1)Cc1cc2cc(OC)ccc2[nH]c1=O (stereo unspecified)	1	1	101	8	3	0	-5	109	-0.3
COc1ccc2[nH]c(=O)c(CN(C(C)=O)C3CCCCC3)cc2c1	-2	2	84	-10	-8	9	-24	84	3.1
